RECQ1 inh – qHTS Assay for Inhibitors of RecQ-Like Dna Helicase 1 (RECQ1). Potency, µM (titrated, usually from 57.3 µM), for inactives: at the highest dose activity, negative = inhibition, actives largely listed as inhibitors. RECQ1 DNA unwinding, red fluorescence kinetic read. hit rate 0.54% among 240,000;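 also: plate controls were vehicle for no effect and no enzyme for full effect; nearly all actives have a fitted effect of over 30% in size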
Target sequence (P46063 whole entry, looked up): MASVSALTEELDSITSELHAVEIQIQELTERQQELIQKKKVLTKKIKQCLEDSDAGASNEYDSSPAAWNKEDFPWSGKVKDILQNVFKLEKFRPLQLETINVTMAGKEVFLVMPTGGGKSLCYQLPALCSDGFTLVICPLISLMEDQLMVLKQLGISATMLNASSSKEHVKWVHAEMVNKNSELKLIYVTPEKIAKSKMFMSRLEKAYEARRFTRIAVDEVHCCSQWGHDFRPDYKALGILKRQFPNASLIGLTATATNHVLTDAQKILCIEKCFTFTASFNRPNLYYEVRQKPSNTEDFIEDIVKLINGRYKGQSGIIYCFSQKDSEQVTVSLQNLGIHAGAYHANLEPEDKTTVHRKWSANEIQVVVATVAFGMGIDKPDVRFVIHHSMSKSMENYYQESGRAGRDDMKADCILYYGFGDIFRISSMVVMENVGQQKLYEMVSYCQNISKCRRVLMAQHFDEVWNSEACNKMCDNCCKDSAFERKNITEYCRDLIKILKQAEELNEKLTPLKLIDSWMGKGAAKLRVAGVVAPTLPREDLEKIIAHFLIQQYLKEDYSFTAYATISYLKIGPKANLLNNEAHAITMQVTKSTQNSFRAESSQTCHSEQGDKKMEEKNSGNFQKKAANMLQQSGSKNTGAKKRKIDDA
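RECQ1T1 50 nM; forked duplex (20 bp + 30-nt ss tails) 200 nM, ATP 2 mM final; pH 8.0, 2 mM MgCl2, 2.5 ug/ml poly(dI-dC); 15 min compound preincubation; discontinuous kinetic read over 2 h at RT.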
JMJD2E inh – qHTS Assay for Inhibitors of Human Jumonji Domain Containing 2E (JMJD2E) | JMJD2E catalytic domain, FDH-coupled NADH fluorescence (FDH is formaldehyde dehydrogenase) | Potency, µM (doses to about 57.1 µM), inactives show top-dose activity change, negative = inhibition, hits mostly inhibitors | hit rate 1.6% among 230,000 | AID 2147, 2009; active = well fitted inhibition curve with a large enough effect, not every such curve was filed as active; inconclusive = small, poorly fitted or top-dose-only effect, or another doubt; inactive = no such curve, though single readings can be large or run the other way;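 also: 0% = wells with enzyme and -100% = buffer wells without enzyme; nearly all actives have a fitted effect of over 50% in size; many of its hits are not listed in these tables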
Target sequence (B2RXH2 1-337 limits assumed): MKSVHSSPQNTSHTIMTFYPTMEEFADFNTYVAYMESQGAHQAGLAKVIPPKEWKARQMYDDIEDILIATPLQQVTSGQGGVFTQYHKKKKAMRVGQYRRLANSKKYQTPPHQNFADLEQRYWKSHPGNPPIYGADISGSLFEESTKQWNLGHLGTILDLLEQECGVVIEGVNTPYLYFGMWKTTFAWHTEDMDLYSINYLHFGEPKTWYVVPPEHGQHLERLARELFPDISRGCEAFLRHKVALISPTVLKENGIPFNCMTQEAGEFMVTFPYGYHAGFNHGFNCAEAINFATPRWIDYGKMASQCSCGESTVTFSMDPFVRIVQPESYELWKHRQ
SMN2 splice enh – qHTS Assay for Enhancers of SMN2 Splice Variant Expression; HEK293 SMN2-luciferase splicing reporter, luminescence, 30-36 h; Potency, µM (titrated, usually from 46.1 µM), inactives show at the highest dose activity change, positive = activation, actives largely listed as activators; hit rate 2.8% among 210,000; also: % of control where 0% means no effect; nearly all actives have a fitted effect of over 55% in size
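qHTS luciferase splicing reporter: luminescence rises when SMN2 exon 7 is included in transfected HEK293 cells. Compound exposure lasted 30-36 h at 37C, with 4.5 mM final sodium butyrate as control, followed by a ONE-Glo read.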
IMPase Li cell – qHTS Assay for Identifying the Cell-Membrane Permeable IMPase Inhibitors: Potentiation with Lithium; CHO-M1 cells, IP1 TR-FRET (IP-One), carbachol + lithium; Potency, µM (titrated, usually from 59.4 µM), inactives show top-dose activity, negative = IMPase inhibition, most hits filed as inhibitors; hit rate 0.35% among 210,000; AID 1457, 2008;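 also: IP1 builds up when IMPase is blocked and the TR-FRET signal falls; plate controls were basal vehicle for no effect and high inhibitor control for full effect; nearly all actives have a fitted effect of over 50% in size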
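Steps: plate 2000 CHO-M1 cells per well and culture 16–30 h; add compound and lithium; incubate 30 min, 37C; add d2-IP1 tracer and Eu cryptate anti-IP1 antibody in lysis buffer; read after 10 min at room temperature.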
NPSR antag – qHTS Assay for Antagonists of the Neuropeptide S Receptor: cAMP Signal Transduction. CHO-NPSR cells, cAMP TR-FRET, antagonist mode. Potency, µM (series often up to 38.3 µM), without a hit: at the top dose activity change, negative = inhibition, most hits filed as inhibitors. hit rate 1% among 220,000; also: % is scaled to controls: 0 for no effect and ±100 for the full control effect; nearly all actives have a fitted effect of over 50% in size; many of its hits are not listed in these tables
GoLoco inh red – qHTS Assay for Inhibitors of RGS12 GoLoco Motif Activity (Red Fluorophore) | AID 880, 2007 | Gai1:RGS12 GoLoco peptide FP, rhodamine, 10 min | Potency, µM (series often up to 61.6 µM), without a hit: at the top dose activity, negative = inhibition, hits mostly inhibitors | Guanine nucleotide-binding protein G(i) subunit alpha-1 (Homo sapiens), P63096 | hit rate 0.44% among 230,000; active = well fitted inhibition curve with a large enough effect, not every such curve was filed as active; inactive = no such curve, though single readings can be large or run the other way; also: % is scaled to controls: 0 for no effect and ±100 for the full control effect; nearly all actives have a fitted effect of over 30% in size; many of its hits are not listed in these tables
KinaseGlo FLuc – Counterscreen for Luciferase (Kinase-Glo TM) Inhibition. Luciferin 4-monooxygenase (Photuris pensylvanica), Q27757. Kinase-Glo luciferase, ATP luminescence, 8 min. Potency, µM (doses to about 38.3 µM), inactives show at the top dose activity change, negative = inhibition, most hits filed as inhibitors. hit rate 0.28% among 200,000; also: % is scaled to controls: 0 for no effect and ±100 for the full control effect; nearly all actives have a fitted effect of over 60% in size
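Compound is pinned into ATP-containing buffer (10 uM ATP, imidazole pH 7.2, 7 mM MgCl2). Kinase-Glo luciferase reagent is then added. Light output is recorded following an 8-min room-temperature incubation.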
Epigenetic derep – Quantitative High-Throughput Screen for Regulators of Epigenetic Control | murine LDR cells, GFP reporter derepression, 30 h | hit rate 0.2% among 280,000 | AID 1865, 2009 | Potency, µM (titrated, usually from 53.9 µM), inactives show at the highest dose GFP activation, hits mostly activators; also: % of control where 0% means no effect; nearly all actives have a fitted effect of over 60% in size
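Derepression of a silenced CMV-GFP reporter in murine LDR cells is scored by enumerating GFP-positive cells with a laser-scanning microplate cytometer after 30 hours of treatment at 37 C.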
Numbers without * were called inactive; i = inactive; ? = inconclusive; · = no result given; & = joins results of further samples; [ ] = another dose, or the depositor's remark. Unless noted, calls follow the shape of the dose curve; as a rule, active = well fitted curve in the direction sought with a large enough effect; inconclusive = small, poorly fitted or top-dose-only effect, or another doubt; inactive = no such curve, though single readings can be large; an effect the other way counts as inactive or inconclusive. Potency is read from the fitted curve at half-maximal effect. A portion of the library; rates above refer to the full screens.

SMILES	RECQ1 inh	JMJD2E inh	SMN2 splice enh	IMPase Li cell	NPSR antag	GoLoco inh red	KinaseGlo FLuc	Epigenetic derep
COc1ccc(CC(=O)Nc2nnc(C(C)(C)C)s2)cc1OC	i	-4%	-19%	5%	4%	-1%	-1%	1.1%
O=C(N1CCOCC1)N1CCC(n2nnc3ccccc32)CC1	-8%	-21%	13%	-1%[38.3 µM]	-9%[46.1 µM]	-7%	-4%	0.6%
CCOC(=O)C1=C(C)NC(=S)NC1c1ccc(-c2cccc(Cl)c2C)o1 (stereo not given)	-6%	-2%	-24%	11%[38.3 µM]	-26%[46.1 µM]	2%	2%	0.1%
Cc1ccc(-c2nc3ccccc3s2)cc1NC(=S)NC(=O)/C=C/c1ccco1	-15%	0%	0%	12%[38.3 µM]	-17%[46.1 µM]	4%	0%	0.0%
Nc1nc(SCc2ccccc2)c2ncn(Cc3ccccc3)c2n1	·	·	-4%[9.22 µM]	2%	·	3%[14.2 µM]	2%[7.66 µM]	·
Cc1nn(CC(=O)NC(C)c2ccccc2)c(=O)c2ccccc12 (stereo not given)	12%	4%	22%	12%[38.3 µM]	-4%[46.1 µM]	-21%	-5%	2.9%
CCN1C(=O)C(NC(C)=O)c2cc(Br)ccc21 (stereo not given)	-2%	-5%	-9%	-2%[38.3 µM]	2%[46.1 µM]	-3%	-6%	0.0%
Cc1ccc(NC(=O)c2ccc3c(c2)[nH]c(=O)n3C(C)C)cc1	-6%	4%	-4%	2%	-11%	2%	5%	2.3%
O=C(COc1cccc(OC(F)F)c1)Nc1ccc(SC(F)F)cc1	-16%	3%	-6%	8%[38.3 µM]	-17%[46.1 µM]	7%	2%	0.0%
CCOC(=O)c1ccccc1NC(=O)c1cn(CC)c2nc(C)ccc2c1=O	-10%	?	-42%[inhibitor]	4%[38.3 µM]	-20%[46.1 µM]	9%	-1%	0.9%
COCCNC(=O)C(C)OC(=O)c1cc2occc2n1C (stereo not given)	7%	5%	25%	39%[activator][38.3 µM]	2%[46.1 µM]	-7%	1%	-1.0%
COc1cccc(-c2nnc(SCC(=O)Nc3cc(C)ccc3OC)n2N)c1	-13%	0%	-6%	4%[38.3 µM]	-7%[46.1 µM]	-4%	3%	-2.7%
COc1cccc(NC(=O)C(NCCC(C)C)c2ccccc2)c1 (stereo not given)	-7%	1%	-2%	-14%[38.3 µM]	-20%[46.1 µM]	3%	1%	-3.2%
Cc1c(C#N)sc(C(N)=O)c1C	-12%	-6%	4%	12%	11%	13%	0%	-0.5%
Cc1ccccc1NS(=O)(=O)c1ccc(F)cc1	2%	6%	·	9%[38.3 µM]	-8%[46.1 µM]	3%	1%	-1.1%
COc1ccc(Nc2nc(N)nc(SCc3nnc(C)s3)n2)cc1	-4%	6%	?	-1%[38.3 µM]	5%[46.1 µM]	-5%	1%	-1.0%
COc1ccc(-c2nnc(SCC(=O)/C(C#N)=C(\C)N)o2)cc1	-9%	-1%	4.5µM*	1%[38.3 µM]	-3%[46.1 µM]	5%	-5%	2.7%
COc1cc(-c2nn3c(Cc4ccccc4)nnc3s2)cc(OC)c1OC	-12%	?	?	4%	-3%[46.1 µM]	-1%	4%	-0.9%
Cc1cc(NC(=O)COn2nnc3ccc(Cl)cc32)no1	i	4%	3%	20%[38.3 µM]	-8%[46.1 µM]	5%	1%	-1.0%
COC(=O)COc1ccc(S(=O)(=O)Nc2ccccc2C(=O)OC)cc1	9%	1%	22%	21%[38.3 µM]	-25%[46.1 µM]	-12%	-1%	-1.1%
Cc1ccc(NC(=S)N/N=C/c2c(C)nn(-c3ccccc3)c2N2CCCC2)cc1	-13%	-1%	·	·	-13%[46.1 µM]	·	·	0.9%
CCOC(=O)c1c(/N=C/c2ccc(C)cc2O)sc2c1CCN(C)C2	-1%	-6%	·	·	35%	9%	·	-1.8%
Cc1ccc2nc(N3CCOCC3)c3nncn3c2c1	-2%	-1%	10%	8%	-3%	6%	-2%	3.1%
CC(C)OCCCNC(=O)C1CCC(=O)N1C1CCCC1 (stereo not given)	-1%	1%	-11%	-1%[38.3 µM]	0%[46.1 µM]	1%	14%	4.2%
CCCc1ccc(Oc2cc(C)nc(N3CCOCC3)n2)cc1	-1%	-21%	8%	10%[38.3 µM]	-27%[46.1 µM]	-4%	-4%	-1.7%
COc1ccc(NC(=O)N2CCCC3(CCN(C(=O)c4cccn4C)CC3)C2)cc1	-12%	·	4%	13%	·	5%	-4%	·
NC(=O)C1CCN(C(=O)CSc2nc3ccccc3s2)CC1	i	7%	6%	28%[38.3 µM]	-1%[46.1 µM]	13%	-7%	-1.0%
O=C(NCc1cccnc1)c1cc(-c2ccccc2)on1	i	6%	16µM*	15%[38.3 µM]	-12%[46.1 µM]	-7%	1%	0.0%
CC(=O)C1=C(O)CC(c2ccccc2)CC1=NCCc1c(C)[nH]c2ccccc12 (stereo not given)	-3%	10%	-35%[inhibitor]	11%	-16%	2%	-1%	0.0%
Cc1ccc2ccccc2c1[N+](=O)[O-]	2%	·	6%	-4%	·	9%	·	·
Cc1ccc(C(=O)NNC(=O)CSc2nnc(-c3ccccc3)n2Cc2ccccc2)cc1	-4%	3%	-3%	-1%	2%	0%	-4%	2.5%
Clc1ccccc1CN1CCC(Cc2ccccc2)CC1	-2%	-1%	-1%	9%	-15%[46.1 µM]	-1%	3%	-1.1%
COc1cccc(/C=N/NC(=S)NCc2ccco2)c1OC	-1%	?	·	·	-46%	4%	·	0.0%
CCN(CC)C(=O)c1cc(Cl)ccc1NC(=O)c1ccco1	-1%	-3%	·	·	12%	-5%	·	1.1%
N#C/C(=N/Nc1ccc([N+](=O)[O-])cc1)C(=N)N1CCCCC1	-15%	3%	3.2µM*	-1%	-39%	16%	-6%	0.9%
O=C(Nc1ccc2c(c1)OCO2)N1CCN(S(=O)(=O)c2ccc(Cl)cc2)CC1	-8%	5%	-9%	0%[38.3 µM]	3%[46.1 µM]	2%	-3%	0.0%
COC(=O)Cc1cc(=O)n2[nH]c(SC)nc2n1	i	1%	-21%	20%[38.3 µM]	-4%[46.1 µM]	-29%	-2%	2.5%
COCCN1C(=O)c2oc3ccccc3c(=O)c2C1c1ccc(O)c(OC)c1 (stereo not given)	5%	-26%	2%	9%	6%	1%	-1%	-1.0%
N#Cc1nc(COc2ccc(Cl)cc2Cl)oc1N1CCOCC1	-14%	-5%	-4%	24%[38.3 µM]	-16%[46.1 µM]	6%	-4%	-1.8%
COC(=O)c1ccc(C(=O)OC)c(NC(=O)CSCc2ccc(Cl)cc2)c1	i	4%	·	·	-24%[46.1 µM]	·	·	-1.8%
Cc1ccc(C(=O)NCC2CCCO2)cc1[N+](=O)[O-] (stereo not given)	-6%	3%	-4%[1.84 µM]	5%	8%	-8%	-2%	0.0%
CC1CN(S(=O)(=O)c2cccc(C(F)(F)F)c2)CC(C)O1 (stereo not given)	i	1%	·	·	-10%	14%	·	0.0%
COc1cc(NC(=O)SC2=NCCS2)cc(OC)c1	-24%	5%	·	·	-12%	-7%	·	1.4%
COc1cccc(-n2nnnc2SCC(=O)c2cc(OC)ccc2OC)c1	-7%	4%	-30%	?	?	2%	-3%	-1.7%
COc1ccc(C(C)=O)cc1CSc1nncn1C	-2%	6%	-27%	4%	15%	-3%	8%	-2.2%
COc1cc(C2C3=C(Nc4ncnn42)c2ccccc2CC3)cc(OC)c1OC (stereo not given)	i	-4%	·	·	?	·	·	-1.9%
CCN(CC)c1ccc(/C=N/NC(=O)c2ccc3nc[nH]c3c2)cc1	i	?	·	·	53%	-1%	·	1.4%
Cc1ccccc1-c1nnn(CC(=O)Nc2ccc3c(c2)OCCO3)n1	6%	-10%	·	-4%	-3%	-6%	1%	-0.1%
CC(NC(=O)c1ccccc1)C(c1cccs1)N1CCOCC1 (stereo not given)	-3%	2%	19%	14%[38.3 µM]	2%[46.1 µM]	-3%	-3%	-0.8%
S=C(NCCSCc1ccc(Cl)cc1Cl)Nc1ccccc1	-18%	2%	4%	2%[38.3 µM]	-17%[46.1 µM]	7%	-3%	-0.3%
CCOc1ccc2ccccc2c1/C=N/NC(=O)CNC(=O)Cc1ccccc1	-1%	?	-6%	-5%	3%	-2%	1%	0.0%
COC(=O)[C@@]1(Cc2ccc(F)cc2)[C@H]2c3cc(C(=O)N(C)C)n(Cc4ccc(OC)c(OC)c4)c3C[C@H]2CN1C(=O)c1ccccc1	-7%&-3%	3%&4%	-15%&-23%	15%&5%	-38%	9%&0%	10%&-1%	-3.1%&7.2%
O=C(NCc1ccco1)C(c1cccnc1)N(C(=O)Cn1nnc2ccccc21)c1ccccc1 (stereo not given)	-5%	1%	6%	-4%[38.3 µM]	-14%[46.1 µM]	-2%	-4%	-3.3%
Clc1cccc(CSc2nnc(-c3sccc3-n3cccc3)o2)c1	-14%	-30%	-15%	5%[38.3 µM]	-25%[46.1 µM]	9%	-1%	0.0%
COC(=O)C1=C(C)N=C2SCCC(=O)N2C1c1ccc(C(=O)OC)cc1 (stereo not given)	i	1%	18%	51%[activator][38.3 µM]	-10%[46.1 µM]	6%	6%	0.0%
Cc1nc2nc[nH]n2c(=O)c1NS(=O)(=O)c1ccc(F)cc1	-3%	0%	-4%	-11%	1%	5%	-7%	-0.3%
O=C(CSc1nc2cccnc2n1Cc1ccccc1)NC1CCCCC1	-3%	2%	-8%	11%	-10%[46.1 µM]	10%	5%	-1.2%
Cc1ccccc1C(=O)Nc1ccccc1C(=O)N/N=C\c1ccco1	-2%	-2%	-4%	18%[38.3 µM]	-3%[46.1 µM]	14%	-16%	-1.0%

Assay outcomes deposited in PubChem BioAssay by National Center for Advancing Translational Sciences (NCATS).
